# M. tuberculosis = growth inhibition of non-replicating M. tuberculosis (AID 488890). Mycobacterium tuberculosis non-replicating, growth inhibition; higher % means a stronger effect. one-dose inhibition, % at 25 µM; IC50 in µM for titrated hits. actives 0.39% (n = 320,000); in the data active means a potency from the dose series; inconclusive means inhibition mostly from about 82% at the one dose, without a potency; inactive means the rest, 99 in 100 with inhibition below about 76%;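 further: plate controls were DMSO cells for no effect and high antibiotic wells for full effect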
# Salmonella PhoP GFP = PhoP regulon inhibitors, Salmonella typhi PhoP promoter GFP reporter, confirmatory (AID 1850); Salmonella Typhi PhoP-promoter GFP reporter, fluorescence, 4 h; higher % means a stronger effect; one-dose inhibition, % at 50 µM; IC50 in µM for titrated hits; actives 0.33% (n = 310,000); in the data active means a potency from the dose series; inconclusive means inhibition mostly from about 25% at the one dose, without a potency; inactive means the rest, 99 in 100 with inhibition below about 19%;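 further: 0% = induced wells with vehicle and 100% = uninduced wells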
# H1N1 NS1A inhibition = H1N1 influenza NS1A inhibitors, functional cell based assay (AID 504329); NS1A functional cell-based assay, percent inhibition; higher % means a stronger effect; actives 0.3% (n = 340,000); inhibition, % at 12.5 µM; hits with a dose series show IC50 in µM; in the data active means a potency from the dose series; inconclusive means inhibition above about 27% without an active follow-up result; further: strong numbers were not always called active
# inhibitors of VEEV = inhibitors of VEEV TC-83 cytopathic effect, confirmation, Vero cells (AID 588727); inhibition, % at 20 µM, or IC50 in µM where a hit was titrated; Vero cells, VEEV TC-83 cytopathic effect inhibition; higher % means a stronger effect; actives 0.13% (n = 350,000); in the data active means a potency from the dose series; inconclusive means inhibition mostly from about 14% at the one dose, without a potency; inactive means the rest, 99 in 100 with inhibition below about 12%; further: strong numbers were not always called active
# M. tuberculosis HTS = M. tuberculosis growth inhibition, HTS (AID 449762). inhibition, % at 25 µM; hits with a dose series show IC50 in µM. actives 0.59% (n = 330,000). M. tuberculosis H37Rv growth inhibition, 7H9 media; higher % means a stronger effect; in the data active means a potency from the dose series; inconclusive means inhibition above about 70% without an active follow-up result;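 further: bacterial growth assessed after seven days of incubation; strong numbers were not always called active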
# inhibitors of VEEV 10K pilot screen = also measured in inhibitors of VEEV; calls as there; inhibition, %; measured here: 10K pilot screen inhibition
# * hit, by the source's call; i = inactive; ? = inconclusive; / = no result given.
SMILES,M. tuberculosis,Salmonella PhoP GFP,H1N1 NS1A inhibition,inhibitors of VEEV,M. tuberculosis HTS,others
CC(=O)N(C(C)=O)c1nc2nc(C)cc(C)n2n1,-3%,0%,-4%,0.7%,-3%,
CCOC(=O)c1cc2ccccc2n1CCN(CC)CC,7%,-7%,1%,1.2%,5%,
O=S(=O)(c1cccc(F)c1)N1CCCN(c2ccc(C(F)(F)F)cn2)CC1,10%,3%,/,i,8%,
COc1ccc(NC(=O)C2CCCN2C(=O)OC(C)(C)C)cc1 (stereo not drawn),-5%,2%,-2%,2.1%,-6%,
O=C(OCn1nnc2ccccc2c1=O)C1=COCCO1,5%,-6%,6%,i,?,
CCOc1ccc(S(=O)(=O)Nc2ccccc2C(=O)NCc2ccco2)cc1,22%,-4%,13%,2.0%,-7%,
Cc1ccc2nc3c(cc2c1)c(NC(=O)c1ccco1)nn3CC(C)C,7%,-3%,-24%,9.2%,8%,
CCN(CC(=O)Nc1ccc(NC(C)=O)cc1)C(=O)C1(c2ccccc2)CC1,-5%,/,-4%,2.7%,-2%,
N#CCSc1nccc(-c2cc(Cl)sc2Cl)n1,9%,4%,-7%,0.5%,-2%,
COc1ccc(OC)c(CCNC(=O)c2ccc(NC3=NC4CS(=O)(=O)CC4S3)cc2)c1 (stereo not drawn),-9%,-11%,13%,i,-2%,inhibitors of VEEV 10K pilot screen=0.2
CC(C)CCN(C(=O)CNC(=O)c1cccs1)C(C(=O)NC1CCCC1)c1ccncc1 (stereo not drawn),4%,9%,2%,i,0%,
CCOC(=O)c1ccc(NC(=O)CNNC(=O)COc2ccccc2C)cc1,?,/,-6%,7.0%,?,
Cc1noc(C)c1C(=O)N1CCC(Cc2ccccc2)CC1,4%,-2%,2%,1.7%,-4%,
COC(=O)c1ccc(S(=O)(=O)NCCc2ccccc2OC)n1C,3%,10%,-26%,1.6%,-6%,
Cc1cc(SCC(=O)N/N=C/c2ccc(O)cc2O)c(C)cc1Br,-9%,6%,7%,1.7%,-2%,
C[n+]1cn(/N=C/c2ccccc2)c2ccccc21,-8%,-1%,7%,i,-3%,
CCCS(=O)(=O)Nc1ccc(-c2cn3c(n2)SCC3)cc1,16%,-1%,-11%,2.2%,2%,
CCCn1cc(C(=O)O)cn1,-2%,-3%,4%,1.1%,-5%,
Cc1cccc(OCc2nnc(SCC(=O)c3c(N)n(C4CC4)c(=O)[nH]c3=O)o2)c1,/,/,0%,0.9%,/,
OCC1(Cc2ccccc2)CCCN(C2CCCC2)C1 (stereo not drawn),11%,-10%,-1%,1.3%,-5%,

# 2 records drawn at random from the list so far:
SMILES,M. tuberculosis,Salmonella PhoP GFP,H1N1 NS1A inhibition,inhibitors of VEEV,M. tuberculosis HTS,others
COC(=O)c1ccc(S(=O)(=O)NCCc2ccccc2OC)n1C,3%,10%,-26%,1.6%,-6%,
COc1ccc(OC)c(CCNC(=O)c2ccc(NC3=NC4CS(=O)(=O)CC4S3)cc2)c1 (stereo not drawn),-9%,-11%,13%,i,-2%,inhibitors of VEEV 10K pilot screen=0.2

# (next part)
SMILES,M. tuberculosis,Salmonella PhoP GFP,H1N1 NS1A inhibition,inhibitors of VEEV,M. tuberculosis HTS,others
O=c1cc(O)c2c(=O)n(-c3ccccc3)c3ccccc3c2o1,37%,-3%,3%,0.8%,0%,
CCCCCOc1ccc(NC(=O)CCCC(=O)O)cc1,-8%,9%,-2%,3.9%,64%,
CCCOC1CCCN(C(=O)c2cc(COc3c(F)cccc3F)on2)C1 (stereo not drawn),-3%,-9%,-8%,0.9%,1%,
Cc1nc(N)sc1N=Nc1ccc(Br)cc1,12%,2%,24%,i,?,
C/C(=N\Nc1ccccc1Cl)c1ccc(-n2ccnc2)cc1,56%,8%,9%,i,59%,
S=C(NCCN1CCOCC1)N/N=C/c1cccs1,?,-10%,-19%,0.5%,5.5µM*,
Cc1cc(Br)ccc1SCC(=O)NNC(=O)c1ccco1,?,/,-4%,1.9%,1%,
O=C(O)CCC(NC(=S)Nc1ccccc1)C(=O)O (stereo not drawn),20%,6%,12%,0.3%,2%,
Cc1ccc(NC(=O)c2nc[nH]c2C(=O)N2CCN(C(=O)OC(C)(C)C)CC2)cc1,70%,/,-12%,4.4%,8%,
CC(C)c1ccccc1NC(=O)COC(=O)Cc1cccc(C(F)(F)F)c1,9%,-3%,-18%,i,8%,
COc1cc(S(=O)(=O)N2CCCC2)c(C)cc1C,7%,7%,-8%,1.4%,-1%,inhibitors of VEEV 10K pilot screen=0.8
Cc1cc(-c2nn(-c3ccccc3F)cc2CN2CCN(c3ccccn3)CC2)c(C)s1,20%,17%,10%,0.0%,?,
O=c1[nH]c2ccccc2c(O)c1-c1cc2ccccc2oc1=O,5%,0%,/,/,6%,
COc1ccccc1N1CCN(CC(=O)c2ccc3ccn(C(C)=O)c3c2)CC1,30%,-7%,-5%,9.4%,-4%,
COc1ccc2nc(SCC(=O)NCc3ccc4c(c3)OCO4)[nH]c2c1,21%,-5%,-5%,2.2%,-1%,
CCOc1ccccc1NC(=S)NCCc1ccc(F)cc1,60%,-4%,-2%,1.6%,-6%,
O=C(Nc1ccc(-c2nc3ccccc3s2)c(O)c1)C1=COCCO1,14%,-21%,0%,0.4%,1%,
O=C(Nc1ccc(Cl)c(S(=O)(=O)N2CCOCC2)c1)c1ccc(Cl)nc1,/,/,1%,10%,/,
OC1(c2cccc(C(F)(F)F)c2)CCN(Cc2nc(-c3cnccn3)no2)CC1,4%,-4%,-6%,2.3%,9%,
Nc1ccc(S(=O)(=O)Nc2nccc(/C=C/c3cccc(Br)c3)n2)cc1,3%,1%,-6%,4.8%,-5%,

# Copied from the results shown for reference:
SMILES,M. tuberculosis,Salmonella PhoP GFP,H1N1 NS1A inhibition,inhibitors of VEEV,M. tuberculosis HTS,others
O=C(Nc1ccc(Cl)c(S(=O)(=O)N2CCOCC2)c1)c1ccc(Cl)nc1,/,/,1%,10%,/,
OC1(c2cccc(C(F)(F)F)c2)CCN(Cc2nc(-c3cnccn3)no2)CC1,4%,-4%,-6%,2.3%,9%,
Nc1ccc(S(=O)(=O)Nc2nccc(/C=C/c3cccc(Br)c3)n2)cc1,3%,1%,-6%,4.8%,-5%,

# Following part
SMILES,M. tuberculosis,Salmonella PhoP GFP,H1N1 NS1A inhibition,inhibitors of VEEV,M. tuberculosis HTS,others
O=C(O)C1CCN1C1CCCCC1 (stereo not drawn),3%,3%,5%,7.2%,-7%,
COC(=O)c1nn(-c2ccc3c(c2)CCN3C(C)=O)cc1O,4%,5%,4%,i,-8%,
O=C(N/N=C/c1ccccc1[N+](=O)[O-])c1ccc(CN2CCOCC2)cc1,-12%,-1%,-1%,4.8%,2%,
CCCCCNC(=O)[C@@H]1CSC2c3ccccc3C(=O)N21 (stereo partly drawn),-10%,-19%,-11%,i,2%,
COc1ccc(OC)c(C(=O)COC(=O)c2ccc(C)o2)c1,-16%,-12%,-8%,2.4%,-6%,
CCC1(c2cccc(O)c2)CCCCN(C)C1 (stereo not drawn),-5%,1%,1%,i,-8%,
CN1C(=O)[C@H]2[C@@H](/C=C/c3ccccc3)N3C(=O)CN(CCO)C(=O)[C@@]3(Cc3ccccc3)[C@H]2C1=O,6%,5%,-1%,i,-13%,
O=C(Cc1ccc(O)cc1)NC1CCCCCC1,-5%,7%,-22%,0.7%,12%,
CCNc1nc(NC(C)CC)nc(ON=C(C)C)n1 (stereo not drawn),20%,0%,-5%,0.9%,5%,
C=CCc1c(C)nc2c(-c3ccccc3)cnn2c1N1CCOCC1,-1%,8%,1%,1.7%,9%,
COc1ccc(S(=O)(=O)N2CCCCC2)cc1NC(=O)c1ccccc1,7%,-1%,-13%,2.1%,1%,
S=C(Nc1ccc(Cl)cc1Cl)N1CCN(c2ccccn2)CC1,13%,-11%,0%,0.9%,8%,
Cc1nonc1NC(=O)CSc1nnc(-c2ccoc2C)n1C,-18%,12%,6%,0.3%,-8%,
Cn1nnnc1NCc1ccc(Cl)cc1,-16%,8%,4%,1.7%,0%,
O=C(CN(Cc1ccc(F)cc1)C(=O)CNS(=O)(=O)c1ccc(Cl)cc1)NCC1CCCO1 (stereo not drawn),-6%,12%,4%,1.6%,-7%,
C=CCSc1n[nH]c2nc3c(c(=O)n12)C1(CCCC1)Cc1ccccc1-3,12%,-9%,-6%,0.6%,2%,
CCOc1ccc(N(CC(=O)Nc2ccccc2C)S(=O)(=O)c2c(C)noc2C)cc1,19%,-6%,-5%,8.5%,1%,
CCCNC(=O)C1(CC2CC(c3ccccc3)=NO2)CCN(C(=O)C2CCCC2)CC1 (stereo not drawn),3%,0%,8%,0.9%,-1%,
Cc1ccc(N(CC(=O)N/N=C/c2cccc(Br)c2)S(C)(=O)=O)cc1,14%,-9%,-6%,0.4%,8%,
O=C(Nc1cc(S(=O)(=O)N2CCCC2)ccc1Cl)c1cc(F)c(F)c(F)c1F,4%,/,50%,i,-4%,
N/C(=N\OS(=O)(=O)c1cc(Cl)ccc1Cl)c1ccncc1,2%,10%,0%,3.5%,1%,
CCNS(=O)(=O)c1ccc2c3c(cccc13)C(=O)N2,2%,0%,-2%,2.3%,1%,
CCOc1ccc(-n2c(C)c(C(C)=O)c(C(C)=O)c2C)cc1,-2%,-5%,-6%,0.2%,3%,
CC(=O)Nc1nc(C)c(-c2csc(Nc3ccc(S(N)(=O)=O)cc3)n2)s1,-2%,6%,0%,2.2%,12%,
COC(=O)c1ccc(OC)c(CN2CCCN(Cc3cc(C)ccc3C)S2(=O)=O)c1,2%,-2%,-10%,0.5%,7%,
O=C(CC1C(=O)NCCN1Cc1ccccc1)NCCC1=CCCCC1 (stereo not drawn),17%,5%,6%,1.3%,-3%,
Cc1cc(NC(=O)c2ccc(NC(=O)C3CC3)cc2)no1,-17%,-5%,1%,0.5%,-5%,
O=C(Nc1sc2c(c1C(=O)NCCO)CCCC2)c1ccco1,-1%,12%,-1%,4.6%,3%,
CCN(CC(=O)Nc1cc(S(=O)(=O)N2CCOCC2)ccc1C)Cc1ccccc1,6%,5%,-1%,0.6%,4%,
CC(=O)Nc1cccc(NC(=O)C2CC3CCC2C3)c1 (stereo not drawn),-7%,1%,-7%,0.2%,-4%,
COc1ccc(OCCC(=O)OCC(=O)NCc2ccc(F)cc2)cc1,43%,6%,7%,0.5%,-13%,
O=C(NCCN1CCOCC1)c1c(F)c(F)c(F)c(F)c1F,-12%,-2%,3%,0.8%,-9%,
CN(CC(=O)NC1CCN(Cc2ccccc2)CC1)S(=O)(=O)c1ccc(Cl)cc1,-12%,/,-8%,1.1%,10%,
Cc1cc(O)c(C(=O)Nc2cccc(Cl)c2)c(=O)n1C,-6%,8%,-10%,0.8%,0%,
O=C(CCc1nc2ccccc2c(=O)[nH]1)NNC(=O)COc1ccccc1Cl,-41%,-2%,-5%,1.4%,-7%,
Cc1ccc(C(C)C)c(OCCN2CCc3ccccc3C2)c1,-3%,-6%,-17%,i,11%,
O=C1C2C3C=CC(CC3)C2C(=O)N1c1ccc(F)cc1 (stereo not drawn),21%,-1%,-3%,0.3%,11%,
CCn1nnc2cc(C(=O)Nc3cc(S(C)(=O)=O)ccc3Cl)ccc21,7%,6%,-10%,11%,5%,
COc1cc(CNc2ncc(-c3ccc(Br)cc3)n2C)cc(OC)c1OC,28%,0%,26%,i,9%,
S=C(Nc1ccc(CN2CCCCC2)cc1)Nc1cccc(Cl)c1Cl,77%,0%,5%,6.9%,8%,

# A draw from above in order of formula weight, lowest first.
SMILES,M. tuberculosis,Salmonella PhoP GFP,H1N1 NS1A inhibition,inhibitors of VEEV,M. tuberculosis HTS,others
CCNS(=O)(=O)c1ccc2c3c(cccc13)C(=O)N2,2%,0%,-2%,2.3%,1%,
CCOc1ccc(-n2c(C)c(C(C)=O)c(C(C)=O)c2C)cc1,-2%,-5%,-6%,0.2%,3%,
Cc1ccc(C(C)C)c(OCCN2CCc3ccccc3C2)c1,-3%,-6%,-17%,i,11%,

# Assay outcomes deposited in PubChem BioAssay by Southern Research Specialized Biocontainment Screening Center.
